# Bioassay records deposited in PubChem by National Center for Advancing Translational Sciences (NCATS).
# Hsp90 Hop PPI: changes Hsp90-Hop TPR2A binding signal, up or down. AlphaScreen TPR2A-His6 binding biotin-Hsp90 C-terminal peptide. Potency, µM (doses to about 57 µM), without a hit: at the highest dose activity change, negative = inhibition. 0.44% of 71,000 active. AID 595; active = well fitted curve in either direction with a large enough effect; inconclusive = small, poorly fitted or top-dose-only effect, or another doubt; also: potency is read from the fitted curve at half-maximal effect; % is scaled to controls: 0 for no effect and ±100 for the full control effect; many of its hits are not listed in these tables
# FLuc inh: blocks Photinus pyralis firefly luciferase activity. 2.2% of 72,000 active. purified firefly luciferase, luminescence, 8 min. P08659. Potency, µM (highest dose often 57.1 µM), for inactives: at the highest dose activity change, negative = inhibition, hits mostly inhibitors; also: potency is read from the fitted curve at half-maximal effect; % is scaled to controls: 0 for no effect and ±100 for the full control effect; nearly all actives have a fitted effect of over 40% in size
#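 Titration-based qHTS; buffer 50 mM imidazole pH 7.2, 50 mM KCl, 7 mM MgCl2, 10 uM ATP, 0.01% Tween 20, 0.05% BSA; luciferase/luciferin detector mix added after compound; 8 min, ambient; luminescence.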
# HADH2 inh: HADH2 (human) dehydrogenase inhibition; recombinant HADH2, NADH fluorescence, beta-hydroxybutyryl-CoA; Potency, µM (top dose mostly 57.1 µM), for inactives: at the highest dose activity change, negative = inhibition, actives largely listed as inhibitors; 3.4% of 73,000 active; AID 886; also: potency is read from the fitted curve at half-maximal effect; % is scaled to controls: 0 for no effect and ±100 for the full control effect; nearly all actives have a fitted effect of over 60% in size; many of its hits are not listed in these tables
# Target sequence (Q99714 whole entry, looked up, one chain of several): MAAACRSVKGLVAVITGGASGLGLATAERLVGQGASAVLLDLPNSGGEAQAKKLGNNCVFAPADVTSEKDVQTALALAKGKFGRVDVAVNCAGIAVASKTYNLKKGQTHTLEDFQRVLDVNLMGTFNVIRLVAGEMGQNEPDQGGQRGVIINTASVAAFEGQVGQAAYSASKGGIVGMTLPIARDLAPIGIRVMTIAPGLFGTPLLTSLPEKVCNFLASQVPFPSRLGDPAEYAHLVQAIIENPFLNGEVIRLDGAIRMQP
#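 20 nM HADH2 + cpd, 15 min RT; add 1 mM NAD+/90 uM beta-hydroxybutyryl-CoA; kinetic fluorescence 360/450 nm, 4 min. Tris-HCl pH 9.0, 0.01% Tween-20.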
# 15-hLO inh: blocks human 15-lipoxygenase activity; P16050; purified 15hLO-1, xylenol orange hydroperoxide absorbance; Potency, µM (doses to about 57.1 µM), without a hit: at the top dose activity change, negative = inhibition, most hits filed as inhibitors; 1.4% of 74,000 active; AID 887; also: potency is read from the fitted curve at half-maximal effect; % is scaled to controls: 0 for no effect and ±100 for the full control effect; nearly all actives have a fitted effect of over 55% in size
# Target sequence (P16050 whole entry, looked up): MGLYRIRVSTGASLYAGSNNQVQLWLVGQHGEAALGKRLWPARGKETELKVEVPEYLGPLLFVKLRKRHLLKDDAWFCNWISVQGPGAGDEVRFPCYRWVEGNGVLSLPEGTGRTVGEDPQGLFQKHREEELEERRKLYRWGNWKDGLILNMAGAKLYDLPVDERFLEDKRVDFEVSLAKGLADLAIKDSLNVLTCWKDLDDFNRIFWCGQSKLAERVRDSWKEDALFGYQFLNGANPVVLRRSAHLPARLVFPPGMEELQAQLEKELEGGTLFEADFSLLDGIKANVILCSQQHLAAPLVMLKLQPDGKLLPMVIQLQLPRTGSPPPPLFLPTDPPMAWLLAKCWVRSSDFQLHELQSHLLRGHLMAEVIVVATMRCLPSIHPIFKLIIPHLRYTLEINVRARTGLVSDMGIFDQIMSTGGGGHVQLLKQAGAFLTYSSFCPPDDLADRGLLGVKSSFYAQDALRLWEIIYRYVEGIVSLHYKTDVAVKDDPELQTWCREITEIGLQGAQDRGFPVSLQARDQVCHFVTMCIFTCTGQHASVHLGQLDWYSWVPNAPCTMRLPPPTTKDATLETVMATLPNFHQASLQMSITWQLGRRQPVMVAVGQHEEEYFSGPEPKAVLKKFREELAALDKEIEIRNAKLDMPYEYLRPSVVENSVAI
#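 Quantitative HTS in 25 mM Hepes pH 7.5 containing 0.01% Triton X-100: human 15hLO-1 at 40 nM, arachidonic acid at 50 uM, 6 min turnover. Product quantified via ferrous oxidation/xylenol orange, 573:405 nm absorbance ratio.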
# Pol III holo inh: DNA polymerase III holoenzyme inhibition. AID 603. Potency, µM (top dose mostly 57.1 µM), without a hit: at the top dose activity change, negative = inhibition. reconstituted DNA polymerase III holoenzyme replication, biochemical. 0.25% of 71,000 active; also: potency is read from the fitted curve at half-maximal effect; % is scaled to controls: 0 for no effect and ±100 for the full control effect
#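 Reconstituted *E. coli* holoenzyme (0.35 nM Pol III, 1 nM beta, 154 nM SSB, 2 nM primase) was preincubated with compound for 15 min at RT. Synthesis on 1.4 nM ssM13Gori ran 35 min, then was stopped with PicoGreen/EDTA and read as dsDNA fluorescence.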
# HBB splicing: alters splicing of the hemoglobin beta chain; HBB splicing reporter cell assay, activation; EGFP reporter with mutant IVS2-654 intron; response scale: normalised to 500 nM splice-correcting PNA; Potency, µM (titrated, usually from 46.1 µM), without a hit: top-dose activation, usual class: activators; 0.06% of 65,000 active; AID 925; also: potency is read from the fitted curve at half-maximal effect; 0% is about no effect
#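 Compounds were applied for 2 days to HeLa EGFP-654 cells, 500/well in Optimem with 2% FCS. The reporter's EGFP is disrupted by mis-splicing of beta-globin intron IVS2-654. Readout: summed well GFP fluorescence from 488 nm laser scanning; reference was 500 nM antisense […] 654 PNA.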
# Rhodamine fluor: compound fluoresces in the rhodamine spectral region. Rhodamine-region fluorescence, 547/598 nm, Tris buffer; active compounds read high. max dye-equivalent concentration, M. 0.05% of 59,000 active; in the data active = max dye-equivalent concentration above about 11 nM; inconclusive = between about 1.1 nM and that limit
#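 Intensities are converted to rhodamine-equivalent concentration using a six-point rhodamine standard on each plate. Compounds sit 15 min at room temperature in 100 mM Tris buffer, pH 8.0; read uses the 547/598 nm excitation/emission pair.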
# TexasRed autofl: Texas Red region autofluorescence; Compound fluorescence, Texas Red channel, 547/618 nm; active compounds read high; max dye-equivalent concentration, M; 0.06% of 59,000 active; in the data active = max dye-equivalent concentration above about 10 nM; inconclusive = between about 1.1 nM and that limit
#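 Dye-equivalent concentrations come from scaling compound signal (ex 547, em 618 nm) to six Texas Red standard concentrations run on every plate, after 15 min room-temperature incubation in pH 8.0 Tris (100 mM).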
# Tau filament bind: tau filament binding. P10636. recombinant tau filaments, thioflavin S fluorescence, 15 h; filaments grown with octadecylsulfate alongside compound. Potency, µM (doses to about 57.1 µM), without a hit: at the highest dose activity change, negative = inhibition. 2% of 71,000 active. AID 596;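 also: potency is read from the fitted curve at half-maximal effect; % is scaled to controls: 0 for no effect and ±100 for the full control effect; actives lower thioflavin S fluorescence by blocking filaments or displacing dye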
#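 Read-out: ThS fluorescence, 450 nm excitation/510 nm emission; lower signal marks blocked filament formation or displaced dye. Tau at 1 uM with 30 uM ODS, 10 uM ThS, 5 mM DTT, 100 mM NaCl, 10 mM HEPES pH 7.4; 15 h, 37 C.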
# ERK AVP inh: inhibitors of vasopressin-stimulated ERK signaling pathway. 0.99% of 72,000 active. HEK293-V1b, vasopressin-stimulated pERK AlphaScreen. Potency, µM (series often up to 57.5 µM), inactives show at the highest dose activity, negative = inhibition, actives largely listed as inhibitors; also: potency is read from the fitted curve at half-maximal effect; % is scaled to controls: 0 for no effect and ±100 for the full control effect; nearly all actives have a fitted effect of over 55% in size
#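 Overnight-seeded V1b-HEK293 cells in 1% FBS got compound, then vasopressin (25 nM final, 5 min, 37C), then lysis buffer. AlphaScreen detection of phospho-ERK; activity normalized to basal and full-stimulation controls.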
# CRE Fsk mod: alters forskolin-stimulated CRE reporter signaling in CHO cells; Potency, µM (doses to about 38.2 µM), inactives show at the top dose activity change, negative = inhibition, usual class: activators; CHO CRE-bla reporter (cAMP response element driving beta-lactamase), forskolin EC10, beta-lactamase ratio; 2.5% of 71,000 active; AID 662; active = well fitted activation curve with a large enough effect in the signal ratio, with a control signal flat, not every such curve was filed as active; inconclusive = small, poorly fitted or top-dose-only effect, or effect the other way, or a change in a side signal; the % refers to the signal ratio; also: potency is read from the fitted curve at half-maximal effect; % of control where 0% means no effect
#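 qHTS titration format; CRE-bla CHO reporter; stimulus EC10 NKH 477, a water-soluble forskolin. Read: CCF4 460/530 nm ratio. Potency expressed as AC50 for activators or inhibitors.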
# * marks the source's active call; other numbers are inactive results; i = inactive; ? = inconclusive; nt = not tested or not shown; [ ] = dose if it differs, or a comment. Unless noted, calls follow the shape of the dose curve; as a rule, active = well fitted curve in the direction sought with a large enough effect; inconclusive = small, poorly fitted or top-dose-only effect, or another doubt; inactive = no such curve, though single readings can be large; an effect the other way counts as inactive or inconclusive.
SMILES,Hsp90 Hop PPI,FLuc inh,HADH2 inh,15-hLO inh,Pol III holo inh,HBB splicing,Rhodamine fluor,TexasRed autofl,Tau filament bind,ERK AVP inh,CRE Fsk mod
CCOc1ccccc1C1C(C(=O)Nc2ccccc2OC)=C(C)Nc2nnnn21 (stereo not given),3%,0%,3%,4%,2%,1.3%,i,i,7%,8%,?
Cn1c(N)c(C(=O)COC(=O)Cc2ccsc2)c(=O)n(C)c1=O,-1%,2%,0%,7%,-1%,-2.4%,i,?,11%,4%,?
O=C(c1nc2ccc([N+](=O)[O-])cc2[nH]c1=O)[C@@H](O)c1ccc2c(c1)OCO2,-3%[11 µM],2%[11.4 µM],-4%[11.4 µM],9%[11.4 µM],-9%[11.4 µM],3.3%[9.22 µM],i,i,0%[11.4 µM],3%[11.5 µM],2%[7.6 µM]
c1ccc2c(c1)CNC1(CCCCC1)C2,-3%,1%,0%,12%,-6%,nt,i,i,-12%,0%,-4%
C=Cc1ccccc1Cl,0%,nt,-5%,1%,2%,-0.4%,nt,nt,-1%,20%,-5%
CCOC(=O)N1CCN(C(=O)CCCOc2ccccc2)CC1,-7%,-22%,8%,1%,0%,4.4%,i,i,2%,9%,-8%
OCc1nc2ccccc2n1CC(O)Cn1ccc2ccccc21 (stereo not given),-11%,0%,5%,-2%,0%,-2.1%,i,i,-29%,16µM*,-7%
CCC(=O)N1CCN=C1SCc1ccc(F)cc1,1%,3%,9%,10%,-3%,0.5%,nt,nt,-9%,2%,-2%
CCOC(=O)N1CCN(S(=O)(=O)c2ccc(C(=O)Nc3nc4ccc(F)cc4s3)cc2)CC1,2%,0%,i,-1%,-2%,-6.3%,i,?,-16%,-3%,11%
N#Cc1ccccc1Cn1c(=O)n(Cc2ccc(C(=O)NCc3ccco3)cc2)c(=O)c2sccc21,-4%[2.3 µM],2%,-14%,-11%,-10%,0.6%,nt,nt,432%,7%,16%
COc1ccc(NC(=O)c2ccccc2Cl)cc1NC(=O)CN1CCOCC1,-4%,-13%,?,5%,-7%,-0.4%,i,?,-10%,-25%,?
CC1(C)NC(=O)N(CN2C(=O)NC(C)(C)C2=O)C1=O,-1%,1%,-2%,8%,-5%,0.1%[57.5 µM],i,?,1%,1%,2%
O=C(c1ccc(Cn2cc(Cl)cn2)o1)N1CCN(Cc2ccc3c(c2)OCO3)CC1,-5%,2%,-9%,-11%,-4%,0.7%,i,i,17%,21%,1%
Cc1cccc(-n2nc3c(c2NC(=O)c2ccc(S(=O)(=O)N4CCOCC4)cc2)CSC3)c1C,1%,0%,25%,-2%,-3%,-5.0%[0.369 µM],i,?,-14%,-18%,-4%
Cc1ccc(S(=O)(=O)n2nc(OC(=O)c3cccs3)cc2N)cc1,-1%,2%,?,-12%,-2%,nt,i,i,-23%,11%,-10%
COc1ccc(OCC(O)CNCc2ccco2)cc1 (stereo not given),-1%,0%,-20%,4%,0%,-1.0%,nt,nt,-8%,-12%,-9%
COC(=O)NCc1cc2cc(Cl)ccc2[nH]1,0%,1%,-16%,-16%,-4%,9.5%,i,i,-10%,-2%,-14%
CSC1(SC2=NCCN2)SC2(NCCN2)S1,-1%[11 µM],1%[11.4 µM],-8%[11.4 µM],-9%[11.4 µM],-7%[11.4 µM],-1.2%[9.22 µM],i,?,6%[11.4 µM],-6%[11.5 µM],-4%[7.6 µM]
COc1cccc(NC(=O)[C@@H]2CCCN2C(=O)C2CCN(S(=O)(=O)c3ccc(C)cc3)CC2)c1,-4%,1%,-5%,7%,0%,-3.3%[57.5 µM],i,i,-8%,-24%,-10%
N#CCCCCN1c2cccc3cccc(c23)S1(=O)=O,3%,-1%,-21%,-5%,-5%,-2.1%,i,i,-1%,-8%,-1%
Cc1oc2cc3oc(=O)c4c(c3cc2c1C)CCC4,4%,1%,9%,4%,5%,0.2%,i,?,17%,-5%,?
C=CCn1c(SCC#N)nc2ccccc2c1=O,-2%,2%,-6%,1%,-4%,0.7%[57.5 µM],i,i,3%,-18%,?
C[C@@H](C(=O)Nc1ccc2ccccc2c1)[C@@H]1C[C@@]1(C)[C@@H](NC(=O)c1ccncc1Cl)c1ccccc1,-7%,nt,11%,nt,-3%,0.2%,nt,nt,-4%,0%,-15%
CCOC(=O)N1CCN(C(=O)COc2ccc(Br)cc2)CC1,-5%[11 µM],2%,1%[11.4 µM],10%[11.4 µM],0%[11.4 µM],-3.9%[0.0738 µM],nt,nt,8%[11.4 µM],-11%,?
CCCCC12CN3CC(C)(CN(C1)C31C(=O)N(C)c3ccc(C)cc31)C2=O (stereo not given),-6%,0%,6%,2%,2%,0.2%,i,i,-28%,-21%,-10%
CCN1CCN(Cc2cc(=O)oc3ccc(Cl)cc23)CC1,?,1%,20%,-11%,-8%,3.1%,i,i,-20%,17%,-12%
COc1cccc(N2CCCn3c2nc2c3c(=O)n(CCN3CCOCC3)c(=O)n2C)c1,-2%,2%,1%,9%,-5%,-0.5%,i,?,1%,2%,-2%
CCn1c(Cn2nnc(-c3ccccc3)n2)nnc1SCC(=O)Nc1cccc(C(C)=O)c1,-2%,0%,6%,-4%,-3%,nt,i,i,7%,?,0%
Cn1c(Cn2c(=O)sc3ccccc32)nnc1SCC(=O)Nc1ccc(F)cc1,-3%[2.3 µM],1%,-5%,-8%,-2%,-0.5%,nt,nt,213%,-8%,-2%
COc1cccc(C2CC(c3c(Cl)cccc3Cl)n3nc(N)nc3N2)c1 (stereo not given),-5%[2.3 µM],2%,-6%,-26%,-2%,-0.1%,nt,nt,-6%,?,-2%
CCCOCC(C)O (stereo not given),-2%,nt,?,-7%,0%,0.0%,nt,nt,-1%,8%,-13%
Cc1cccc(N2CCN(C(=O)c3ccc(NC(=O)C4CCCO4)cc3)CC2C)c1 (stereo not given),-3%,3%,7%,0%,-11%,0.8%,i,i,-9%,17%,?
O=C(C1COc2ccccc2O1)N1CCc2ccccc21 (stereo not given),4%,-14%,-19%,16µM*,?,-0.2%,i,i,-6%,-1%,?
Cc1nonc1NC(=O)CSc1ccc(-c2ccccc2)nn1,?,-10%,0%,-5%,2%,0.7%,i,i,-12%,4%,-12%
COc1ccc(CCNC(=O)Cn2c(=O)oc3ccccc32)cc1OC,-3%,-1%,6%,-1%,2%,-1.6%,i,i,5%,2%,17%
COc1ccccc1NC(=O)CN(Cc1ccco1)C(=O)c1cccs1,-3%,0%,-9%,2%,9%,-0.9%,i,i,-8%,-18%,-6%
C=CCC1c2cccc(C(=O)O)c2C(=O)N1c1cccc(C)c1 (stereo not given),3%,0%,4%,-1%,-2%,-1.8%,i,i,0%,-10%,-9%
CCc1ccccc1NC(=O)CSc1nc2c(c(-c3ccco3)c1C#N)CCCC2,-2%,4%,-10%,2%,-7%,-0.2%,i,?,18%,-7%,?
CC(C)CCN1C(=O)c2ccc(C(=O)OCn3nnc4ccccc4c3=O)cc2C1=O,-1%,4%,6%,-3%,-2%,0.8%,i,i,-4%,11%,-20%
COc1ccc(C2(O)CCN(Cc3nnnn3Cc3ccc(F)cc3)CC2)cc1,2%,4%,16%,8%,-1%,nt,i,i,10%,4%,5%
CC(C)c1cc(C(=O)NCc2cccnc2)no1,1%,4%,-1%,2%,6%,-3.6%,i,i,3%,28%,?
COCCNC(=O)Cn1c(=O)n(CCC(=O)NCCc2ccccc2)c(=O)c2ccccc21,1%,-1%,12%,5%,2%,1.6%,i,i,2%,-10%,4%
COc1ccc(C(=O)NCc2cccnc2)cc1C(=O)NCc1cccnc1,-2%[26 µM],5%[25.5 µM],0%[25.6 µM],12%[25.6 µM],3%[25.6 µM],2.0%[20.6 µM],i,i,7%[25.6 µM],10%[25.7 µM],-2%[17.1 µM]
CCCCC(c1nnnn1CCOC)N1CCN(C(=O)c2ccco2)CC1 (stereo not given),0%,0%,-1%,-3%,-4%,0.1%[57.5 µM],i,i,4%,4%,?

# Some of the compounds tested; the hit share may differ from the screen's.
